# Bioassay records (PubChem)
# MC4R ag barr – MC4R agonists recruiting beta-arrestin, primary screen, cell-based, luminescence, agonist arm of biased-ligand search; Melanocortin receptor 4 (Homo sapiens), P32245; activation, % at 8.9 µM; 360,000 tested, 0.98% active; U2OS MC4R beta-arrestin complementation; percent of melanotan II response, DMSO zero;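 active means activation above a per-plate cutoff, the mean activation of sample wells on that plate plus 3 SD, cut at about 8% in these data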
# Target sequence (P32245 whole entry, looked up): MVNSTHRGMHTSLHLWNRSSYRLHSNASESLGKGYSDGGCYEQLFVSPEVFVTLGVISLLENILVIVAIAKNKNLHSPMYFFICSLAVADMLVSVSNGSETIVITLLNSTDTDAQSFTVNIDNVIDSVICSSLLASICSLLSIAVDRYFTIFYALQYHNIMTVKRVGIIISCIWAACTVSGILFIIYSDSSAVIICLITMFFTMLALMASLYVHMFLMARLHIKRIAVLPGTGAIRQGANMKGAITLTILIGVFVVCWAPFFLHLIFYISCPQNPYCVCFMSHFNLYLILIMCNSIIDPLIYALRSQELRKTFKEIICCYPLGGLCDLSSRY
# Granule exo inh – LAMP-1 surface exposure blockers, TALL-104 cells – cell-based, flow cytometry, MLPCN library, primary screen | 360,000 tested, 0.66% active | inhibition, % at 10 µM | TALL-104 LAMP-1 surface exposure; cells stimulated with thapsigargin and PMA;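 active means inhibition above about 55%, limit read from the data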
# CaV13 FRET inh – Disruptors of the CACNA1D IQ motif to Ca2+-dependent inactivation inhibitor domain association, primary screening, Förster resonance energy transfer in intact living …; HEK cells, CFP/YFP FRET ICDI-IQ, plate reader, 10 min; percent FRET-ratio fall versus neutral wells; inhibition, % at 12.3 µM; 340,000 tested, 0.098% active; AID 743397;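 active means mean replicate inhibition of at least 30% and at least 1% of replicates passing that level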;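 further: 0% = median of the neutral control wells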
# Cardio protect – cardioprotection against H2O2-induced cell death, primary screen, uHTS, H9c2 cells, ATPLite luminescence. H9c2 cardiomyocytes, H2O2 injury protection, 2 h. protection from H2O2 cell death, % at 20 µM. 360,000 tested, 0.63% active;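 active means compounds giving at least 50% protection of heart cells from peroxide-induced death in the single-dose screen, raw or plate-pattern-corrected value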;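 further: 0% = DMSO wells with peroxide and 100% = DMSO wells without peroxide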
# Glyco luc inh – increase of ERlucT glycosylation luciferase signal, primary screen, N-linked glycosylation inhibitor project, D54 ERlucT cells, luminescence, set 2. D54 ERlucT glycosylation luciferase reporter, 24 h; percent of 100 nM tunicamycin response. reporter increase, % at 12.5 µM. 360,000 tested, 0.23% active;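 active means mean luciferase reporter signal, scaled so untreated is 0 and the glycosylation-blocking control 100, at or above a set limit in every replicate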;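 further: luciferase carries N-glycosylation sites so blocking glycosylation raises the light; 0% = median of neutral control wells and 100% = median of 100 nM tunicamycin wells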
# ABCB6 inh 2 – ABCB6 transporter inhibitors, primary screen, K562-ABCB6 cells, flow cytometry, MLPCN library; fluorescence ratio to DMSO, % at 10 µM; AID 602162, 2011; K562-ABCB6 porphyrin accumulation, 1 h; active compounds read low; 360,000 tested, 0.19% active;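 active means fluorescence ratio to DMSO below 75%, the collection mean minus 3 SD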;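 further: signal is porphyrin accumulated inside mitochondria; 100% equals median channel fluorescence of DMSO control wells; lower ratio means ABCB6 inhibition with less porphyrin fluorescence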
# ABHD5 PLIN5 PPI – ABHD5-PLIN5 interaction inhibitors, primary screen, cell lysate, split luciferase complementation, luminescence; 360,000 tested, 0.78% active; inhibition, % at 4 µM; Split G. princeps luciferase complementation, 4 h;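 active means inhibition above the mean inhibition across every tested compound plus 3 SD, cut at about 22% in these data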;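 further: 0% = DMSO only wells and the 100% control is not disclosed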
# PDI turbidity – inhibitors of human PDI, primary screen, biochemical, turbidity, single point, plate reader. PDI insulin aggregation turbidity, A650, 90 min. inhibition, % at 10 µM. 350,000 tested, 0.052% active. Protein disulfide-isomerase (Homo sapiens), P07237;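 active means mean inhibition across replicates of 30% or more, whatever share of single replicates reach that level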;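 further: absorbance from insulin aggregation driven by PDI reduction with DTT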
# HTR2A ag – mouse Htr2a agonists via beta-arrestin recruitment, primary screen, cell-based, luminescence; AID 624169, 2012; 5-hydroxytryptamine receptor 2A (Mus musculus), P35363; 360,000 tested, 0.66% active; activation, % at 7.6 µM; CHO-K1 mHTR2A beta-arrestin complementation; percent of 30 µM serotonin response;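 active means activation above a run cutoff, the mean activation of all tested compounds plus 3 SD, cut at about 14% in these data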;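 further: 0% = plate median of compound wells and 100% = 30 µM serotonin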
# Target sequence (P35363 whole entry, looked up): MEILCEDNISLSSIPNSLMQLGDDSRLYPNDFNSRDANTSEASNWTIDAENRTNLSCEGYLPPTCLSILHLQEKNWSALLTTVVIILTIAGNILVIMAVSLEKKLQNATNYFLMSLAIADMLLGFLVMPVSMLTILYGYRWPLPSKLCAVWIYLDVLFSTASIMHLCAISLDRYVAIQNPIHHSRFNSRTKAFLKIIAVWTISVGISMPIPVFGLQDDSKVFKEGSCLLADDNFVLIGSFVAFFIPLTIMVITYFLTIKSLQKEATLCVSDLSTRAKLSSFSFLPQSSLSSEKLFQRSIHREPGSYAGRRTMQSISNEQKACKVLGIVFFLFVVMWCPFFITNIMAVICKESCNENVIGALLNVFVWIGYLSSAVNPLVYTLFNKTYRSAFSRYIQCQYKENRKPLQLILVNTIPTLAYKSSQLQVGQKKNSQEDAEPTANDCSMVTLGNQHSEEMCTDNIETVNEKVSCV
# MC4R antag cAMP – MC4R antagonists of cAMP signaling, primary screen, cell-based, TR-FRET, antagonist arm of biased-ligand search; MC4R-expressing cells, MTII-stimulated cAMP, LANCE TR-FRET; Melanocortin receptor 4 (Homo sapiens), P32245; inhibition, % at 6.5 µM; 360,000 tested, 0.48% active;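 active means inhibition above its plate's cutoff, the mean of tested wells on that plate plus 3 SD, cut at about 29% in these data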;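 further: 0% = Melanotan II alone and 100% = Melanotan II plus saturating MCL0020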
#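 Material – human MC4R-expressing U2OS cells · Repeats – no replicates · Detection – TR-FRET with Eu-cAMP and labeled anti-cAMP, 671 nm · Times – compound 30 min, challenge 1 h, detection 1 h · Compound – single nominal compound dose of 6.5 µM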
# The depositor's hits bear a star; nt = not tested or not shown.
# Start of the data: the first two records, ahead of the listing:
SMILES,MC4R ag barr,Granule exo inh,CaV13 FRET inh,Cardio protect,Glyco luc inh,ABCB6 inh 2,ABHD5 PLIN5 PPI,PDI turbidity,HTR2A ag,MC4R antag cAMP
CCNC(=O)C1(C)CCN(C(=O)c2c(F)ccc(C)c2F)C1 (centres undefined),-0.6,-4,-5,12,0,155,5,-1,7,12
Nc1nonc1-n1nnc(C(=O)N/N=C/c2cccc(Cl)c2)c1CN1CCCCCC1,0.9,0,-2,0,2,97,0,nt,-5,-9

# The list itself, from the start:
SMILES,MC4R ag barr,Granule exo inh,CaV13 FRET inh,Cardio protect,Glyco luc inh,ABCB6 inh 2,ABHD5 PLIN5 PPI,PDI turbidity,HTR2A ag,MC4R antag cAMP
CCNC(=O)C1(C)CCN(C(=O)c2c(F)ccc(C)c2F)C1 (centres undefined),-0.6,-4,-5,12,0,155,5,-1,7,12
Nc1nonc1-n1nnc(C(=O)N/N=C/c2cccc(Cl)c2)c1CN1CCCCCC1,0.9,0,-2,0,2,97,0,nt,-5,-9
O=C(CSc1nnc(C2COc3ccccc3O2)o1)N1CCN(c2ccccc2)CC1 (centres undefined),-3.2,0,-2,-4,-2,95,-2,15,-1,1
C=CCOC(=O)C1=C[C@@H](c2ccc(C(F)(F)F)cc2)[C@H](CCCO)[C@@H](OCC)O1,4.1,-3,-9,-5,-4,96,-2,3,6,1
COc1ccc(CNC(=O)CSc2ncn[nH]2)cc1,-0.7,-2,nt,8,-1,87,-2,-1,-5,8
C=CCNC(=O)c1cc2cccc(OC)c2oc1=O,0.3,-2,1,16,2,94,-2,12,3,4
CC1=C(C#N)C(c2ccccc2)C2=C(N1)c1ccccc1C2=O (centres undefined),-1.7,1,-3,12,11,91,-19,9,3,4
CC(=O)c1cccc(NC(=O)c2ccc(S(=O)(=O)N3CCCC3)cc2)c1,-1.8,0,-4,5,2,94,2,6,-6,13
CC1CCN(C(=O)CSc2nnc(CNC(=O)c3ccc(F)cc3)o2)CC1,-1.4,-2,-2,-1,-1,94,1,-1,5,1
COc1ccc(OCC(=O)Nc2cccc3cccnc23)cc1,-0.7,-2,-5,18,0,87,-3,1,0,3
CCOC(=O)CC1C(=O)NCCN1C(=O)c1ccc(Cl)cc1 (centres undefined),0.4,-2,-20,7,2,98,-6,-5,0,12
Cc1cc(C)cc(N(CC(=O)NC2CC3CCC2C3)S(C)(=O)=O)c1 (centres undefined),-0.2,0,-3,8,-2,96,1,3,3,-6
CCOC(=O)C1=C(COC(=O)c2ccco2)NC(=O)NC1CC (centres undefined),-0.2,-3,-5,1,1,105,3,-1,7,-1
Fc1ccc(-c2nc3ccncc3[nH]2)cc1,0.6,-2,-6,2,1,99,5,-2,1,11
O=[N+]([O-])c1ccc(NS(=O)(=O)c2cccc3cccnc23)cc1,0.1,6,-21,-3,-1,99,-2,11,-7,3
Cc1c(O)cc2c(c1O)C(=O)CC(c1ccccc1)O2 (centres undefined),-2.3,-2,nt,-8,43*,100,-3,nt,-2,-1
COc1cccc(C(=O)OC(C)C(=O)NCC2CCCCC2)c1 (centres undefined),-1.9,9,-3,4,1,92,5,11,-6,-5
O=C(c1ccc(Cl)cc1)c1ccc(OCC(O)CN2CCCCC2)cc1 (centres undefined),-1.3,0,-5,-8,-3,96,5,-1,-6,13
N/C(=N\OC(=O)CCC1CCCCC1)c1ccccn1,-0.9,10,-4,-9,-6,97,0,-2,-1,6
CCOC(=O)Cn1cc(/C=C/[N+](=O)[O-])c2ccccc21,-1.2,-3,-3,-1,9,103,19,7,0,-7
COc1ccc(C(=O)NCc2nnc(SCC(=O)Nc3cc(C)on3)o2)cc1OC,-2.3,-2,-2,4,2,95,-1,0,7,13
Cc1cccc(OCC(=O)NC(C)C(=O)N/N=C/c2c(OCc3ccccc3)ccc3ccccc23)c1 (centres undefined),-3.2,-1,-7,1,-1,100,3,-1,-1,14
CCOC(=O)c1cc2c(ccn2-c2ccc(F)cc2)n1CC(=O)N(CC)CC,-2.6,19,-7,-18,0,95,-11,-3,-6,20
CCOC(=O)N1CCN(C(=O)c2ccccc2NC(=O)c2ccc(C(C)(C)C)cc2)CC1,-0.1,16,-10,-3,-3,106,0,-5,4,-2
Cc1ccc(S(=O)(=O)N2C[C@H]3[C@H]4C(=O)N(c5ccccc5)C(=O)[C@H]4CC(=O)[C@H]3[C@@H]2c2ccc(Cl)cc2)cc1,nt,1,-4,4,3,98,3,nt,-2,nt
O=C(c1ccccc1)N(c1ccccc1)c1nccc2ccccc12,-0.5,1,-7,2,3,99,-5,-2,-1,7
COc1ccc(C(=O)COC(=O)c2ccc3c(c2)OCCO3)c(OC)c1,-1.0,2,-5,-7,-1,104,-4,4,2,11
COc1ccc(N2CCN(CC(O)COC(c3ccc(F)cc3)c3ccc(F)cc3)CC2)cc1 (centres undefined),-2.0,10,-21,-6,-3,92,2,3,-8,2
Cn1c(SCc2cccc(F)c2)nnc1-c1ccncc1,-1.5,17,-20,3,9,96,-6,9,-3,-1
O=C(NCc1ccccc1Cl)C1CCC(=O)N(CCCN2CCCC2=O)C1 (centres undefined),-1.5,-2,nt,1,2,105,2,-4,-2,-4
CCCNC(=O)C1(C)CCN(CCOc2ccc(Cl)cc2)C1 (centres undefined),-1.7,1,-10,-9,-2,98,-3,-4,-5,3
O=C(O)c1[nH]c2ccccc2c1C(c1cccc(O)c1)c1c(C(=O)O)[nH]c2ccccc12,-1.7,-6,-21,-2,3,101,-1,3,-5,11
O=C1NC[C@@H](CCCCN2C[C@H](Cc3ccccc3)N(CC3CCCCC3)C(=O)C2=O)N(CC2CCCCC2)C1=O,nt,-2,-7,nt,nt,97,6,nt,-3,nt
O=C(COc1ncnc2cc(Cl)ccc12)c1ccccc1,-2.9,-2,-4,2,1,91,-2,4,-1,4
CCC(C)NS(=O)(=O)c1ccc(OCC(=O)NCc2ccc3c(c2)OCO3)cc1 (centres undefined),-3.4,0,-4,0,-3,93,-2,8,0,3
O=C(NCC1CCN(Cc2ccccc2F)CC1)C1CCCN(c2ncnc3c2nc2n3CCCCC2)C1 (centres undefined),-0.4,0,-3,5,0,99,0,-2,-4,6
COc1ccc(C(CC(=O)O)NC(=O)c2sc3ccccc3c2Cl)cc1 (centres undefined),0.7,6,3,1,-2,95,5,9,3,7
CC(C(=O)N1CCCC1)c1ccc([N+](=O)[O-])cc1 (centres undefined),-0.6,-3,5,-1,2,95,-8,1,1,12
Cc1ccc(C(C)C)cc1OCCN1CCCC1,-0.1,-6,-5,1,1,99,3,-2,-6,6
CC(/C=C/c1ccco1)=N\NC(=O)c1cc(C)[nH]n1,-1.5,2,-11,11,1,109,10,-12,-2,-13
Cc1nc2c(-c3ccccc3)c(C)[nH]n2c(=O)c1Cl,3.2,-1,0,13,0,107,-2,1,1,-8
O=C(O)CC(NNC(=O)c1ccccc1)C(=O)Nc1cccc([N+](=O)[O-])c1 (centres undefined),-0.7,-2,4,7,0,99,3,-1,-1,16
Cc1ccc(CNS(=O)(=O)c2ccc3c(c2)NC(=O)CS3)cc1,-2.9,-2,-2,4,0,103,-2,-5,0,3
Nc1nc(N)nc(COc2ccccc2)n1,0.3,-1,-4,5,-3,103,-4,3,-3,-6
O=C1NC[C@@H](Cc2cccc3ccccc23)N(CCC23CC4CC(CC(C4)C2)C3)C1=O,2.7,-3,-5,2,2,93,-5,-7,4,-6
COc1ccccc1-c1nnc(NC(=O)c2cccc(N3C(=O)CCC3=O)c2)o1,-1.2,-1,-4,-5,3,92,3,-6,1,18
CN(C(=O)c1ccccc1)c1nc2ccccc2s1,-1.1,-1,nt,-20,-12,100,-2,11,-2,3
O=C(O)c1ccc2c(c1)C(=O)N(c1cc([N+](=O)[O-])ccn1)C2=O,-0.1,-2,-2,4,2,94,-6,5,6,8
Cc1cccc(C2c3[nH]c4ccccc4c3CCN2C(=O)c2cc3c([nH]c2=O)CCCC3)n1 (centres undefined),-0.3,-1,-6,7,-3,97,2,4,-3,0
CCOC(=O)CNc1nc(Cl)c(C#N)s1,-0.9,0,-15,2,0,100,2,-5,0,15
O=C(CSc1nnc2ccc(-c3ccccc3)nn12)NCC1CCCO1 (centres undefined),0.4,-1,-3,0,1,98,-1,-6,2,10
O=C(NCc1cccc(F)c1)C1CCN(S(=O)(=O)Cc2ccccc2)CC1,1.1,1,-4,-5,-1,95,3,2,-4,6
Cc1nnn(C23CC4CC(CC(C4)C2)C3)n1,0.0,-1,-5,-3,2,95,-4,-6,4,3
CCN(CC(=O)NCCc1ccccc1)S(=O)(=O)c1ccccc1,1.0,1,9,-3,-1,97,-4,-1,0,15
O=S(=O)(CCN1CCOCC1)c1ccc(OC(F)(F)F)cc1,-1.0,2,-3,4,0,94,5,1,8,14
C[C@@H]1C[C@@H]2O[C@H]2/C=C\C=C\C(=O)Cc2c(Cl)c(O)cc(O)c2C(=O)O1,-2.7,0,nt,-6,-14,96,28*,nt,0,-49
COc1ccccc1N1CCN(C/C(O)=C(\C#N)c2nc(-c3ccccc3)cs2)CC1,0.5,3,-7,5,0,98,-2,4,-1,3
C[C@@H]1CCCCO[C@H](CN(C)C(=O)c2ccccc2)[C@@H](C)CN([C@H](C)CO)C(=O)c2cc(NC(=O)NC3CCCCC3)ccc2O1,-0.1,0,-6,-4,1,96,-3,-3,2,2
O=S(=O)(c1ccccc1)c1nc(NC2CC2)sc1Cl,-0.8,-2,0,-11,1,95,4,-1,-1,19
Cc1cc(C(=O)N/N=C2\CCCc3ccccc32)c(C)o1,-1.3,0,-4,-7,1,96,-10,-7,-3,-2
# Going on with the list.
SMILES,MC4R ag barr,Granule exo inh,CaV13 FRET inh,Cardio protect,Glyco luc inh,ABCB6 inh 2,ABHD5 PLIN5 PPI,PDI turbidity,HTR2A ag,MC4R antag cAMP
CN(CCOc1ccc(Cl)cc1)C(=O)C1CCN(C(=O)c2ccc(Cl)cc2)CC1,-2.0,3,-3,-4,-1,100,3,14,5,-1
CCCc1nnc(NC(=O)CCC(=O)N2CCN(S(=O)(=O)c3ccc(C)cc3)CC2)s1,-1.1,-7,-2,2,0,99,-2,-3,3,7
Cc1ccc(SCCC(=O)N2CCCC2)cc1,-2.2,0,nt,-1,0,94,-2,-5,3,-3
CN(c1ccccc1)c1nc(N)c([N+](=O)[O-])c(N2CCCCC2)n1,2.2,-3,10,-6,-2,87,-5,-16,-7,-7
OCC1CSC(=S)N1Cc1ccccc1 (centres undefined),nt,-9,nt,-2,0,99,-14,nt,2,nt
